GC-B act: GC-B (human) receptor activation. HEK293-GC-B cells, CNP EC30, cGMP TR-FRET; 0% at EC30 CNP, 100% saturating CNP. P20594. activation, % at 10 µM. 370,000 compounds, 0.11% hits. AID 1920062;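 active = activation at 10 µM reaching about 35% in either raw or pattern-adjusted values, limit read from the data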
Target sequence (P20594 whole entry, looked up): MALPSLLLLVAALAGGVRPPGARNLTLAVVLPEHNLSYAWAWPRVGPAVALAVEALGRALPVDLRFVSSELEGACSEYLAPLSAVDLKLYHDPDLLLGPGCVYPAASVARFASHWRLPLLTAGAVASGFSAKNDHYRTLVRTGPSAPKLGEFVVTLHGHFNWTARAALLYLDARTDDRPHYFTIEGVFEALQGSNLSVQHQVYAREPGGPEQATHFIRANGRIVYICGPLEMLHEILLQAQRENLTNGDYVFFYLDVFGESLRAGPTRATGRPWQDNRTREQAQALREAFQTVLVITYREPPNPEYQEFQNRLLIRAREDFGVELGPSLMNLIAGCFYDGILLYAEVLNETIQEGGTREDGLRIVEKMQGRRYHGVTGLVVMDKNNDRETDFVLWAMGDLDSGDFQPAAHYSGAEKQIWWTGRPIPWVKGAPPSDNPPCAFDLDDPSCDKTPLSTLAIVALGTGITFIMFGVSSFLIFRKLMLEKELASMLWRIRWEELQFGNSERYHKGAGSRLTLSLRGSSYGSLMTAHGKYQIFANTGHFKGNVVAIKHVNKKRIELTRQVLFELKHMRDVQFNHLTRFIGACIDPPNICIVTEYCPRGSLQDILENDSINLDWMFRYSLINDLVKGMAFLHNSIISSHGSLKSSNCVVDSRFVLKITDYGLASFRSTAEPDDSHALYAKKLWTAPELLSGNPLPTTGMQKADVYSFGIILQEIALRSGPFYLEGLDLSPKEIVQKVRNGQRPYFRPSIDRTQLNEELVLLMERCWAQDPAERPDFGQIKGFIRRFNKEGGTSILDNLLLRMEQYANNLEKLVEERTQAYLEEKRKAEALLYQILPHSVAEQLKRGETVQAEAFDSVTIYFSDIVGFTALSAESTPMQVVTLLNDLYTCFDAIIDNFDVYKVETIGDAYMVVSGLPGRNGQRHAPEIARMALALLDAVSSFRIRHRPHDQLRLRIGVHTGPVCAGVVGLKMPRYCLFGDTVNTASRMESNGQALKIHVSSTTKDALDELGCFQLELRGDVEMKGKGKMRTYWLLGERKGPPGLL
GC-A act: GC-A (human) enzyme activation. P16066. HEK293 GC-A cells, cGMP TR-FRET, EC30 ANP; 0% at EC30 ANP, 100% saturating ANP. activation, % at 10 µM. 370,000 compounds, 0.14% hits. AID 1671463; in the data active = activation above about 40%
HGIII-sPLA2 inh: Inhibits HGIII-sPLA2 liposome hydrolysis, primary screen | Q9NZ20 | QFRET BODIPY PC-A2 liposome hydrolysis, fluorescence | inhibition, % at 12.2 µM | 370,000 compounds, 0.56% hits | AID 743126;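 active = inhibition above mean plus 3 SD of compounds lying within the high and low control bounds, cut at about 19% in these data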;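 note: 0% = median of test compound wells and 100% = no enzyme DMSO wells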
rCAG binder: molecules binding r(CAG) RNA repeats; r(CAG) RNA repeat, TO-PRO-1 dye displacement fluorescence; inhibition, % at 3 µM; 370,000 compounds, 1.3% hits; AID 651821;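 active = inhibition above the plate cutoff, the mean of all test compounds on that plate plus 3 SD, cut at about 35% in these data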;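 note: 0% = DMSO alone and 100% = 100 µM mitoxantrone as full dye displacement; higher means more dye released from RNA so lower well fluorescence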
ASAP1 inh: ASAP1 ArfGAP inhibition; 360,000 compounds, 0.19% hits; ASAP1-stimulated ARF1 GTP hydrolysis, GDP FP detection; inhibition, % at 16.5 µM; in the data active = inhibition above about 25%;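 note: 0% = vehicle with enzyme and substrate and 100% = no enzyme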
GAA850 FXN act: increases GAA850 frataxin promoter reporter activity. HEK293 lucGAA850 FXN promoter luciferase reporter, 24 h; percent of 10 µM SAHA response. 360,000 compounds, 0.56% hits. activation, % at 6 µM;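 active = activation above the average of all compounds screened plus 3 SD, cutoff fixed separately per campaign, cut at about 7.5% in these data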;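 note: 0% = DMSO wells and 100% = 10 µM SAHA wells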
ARFGAP1 inhibitor: rat ARFGAP1 inhibition. Arfgap1-stimulated ARF1 GTP hydrolysis, GDP FP detection. Q62848. 360,000 compounds, 0.26% hits. inhibition, % at 16.5 µM;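 active = inhibition above a per-plate limit, mean inhibition of low control wells plus 3 SD, cut at about 25% in these data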;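 note: 0% = DMSO wells with enzyme and 100% = wells lacking Arfgap1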
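System: truncated rat Arfgap1 GAP domain / Benchmarks: high control wells lacking Arfgap1, low control full reaction with DMSO / Times: compound-enzyme preincubation 20 min, reaction 120 min, detection 60 min, 25 °C / Repeats: one replicate per compound / Also added: human ARF1(Δ1-17)-GTP substrate / Measured by: Tracer-displacement fluorescence polarization with EDTA stop, 620/688 nm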
Tn6 DDE FP: DD(E)-Tn6 binding inhibition, primary FP screen; P02675; Fibrin DD(E) TRITC-Tn6 fluorescence polarization displacement; inhibition, % at 8.3 µM; 370,000 compounds, 0.21% hits; AID 720509;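 active = inhibition above a per-campaign cutoff: mean of compounds within control limits plus 3 SD, cut at about 15% in these data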;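 note: 0% = median of all compound wells on the plate and 100% = blocking peptide control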
proKLK7 act: proKLK7 (human) activation, primary screen. P49862. activation, % at 7 µM. purified proKLK7, EDANS-DABCYL substrate fluorescence; 100% is mature enzyme control, 0% vehicle. 370,000 compounds, 0.9% hits;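 active = activation above the mean of all tested compounds plus 3 SD, computed per campaign excluding outliers beyond control limits, cut at about 13% in these data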
ADAM10 inh: inhibitors of human ADAM10; O14672; 370,000 compounds, 0.62% hits; inhibition, % at 7 µM; AID 720582; recombinant ADAM10, EDANS/DABCYL FRET peptide cleavage, 3 h;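 active = inhibition above a per-campaign cutoff equal to the mean of compounds falling between control-based bounds plus 3 SD, cut at about 20% in these data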;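 note: 0% = DMSO wells while the 100% control is not disclosed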
* hit, by the source's call.

Each structure is followed by: GC-B act, GC-A act, HGIII-sPLA2 inh, rCAG binder, ASAP1 inh, GAA850 FXN act, ARFGAP1 inhibitor, Tn6 DDE FP, proKLK7 act, ADAM10 inh
- CC1CCc2c(sc3ncn4c(SCC(=O)NCc5ccco5)nnc4c23)C1 (configuration not stated)
    -3, -1, 2, 3, -8, 4.4, 2, -1, 0.3, -5
- NS(=O)(=O)c1ccc(CNC(=O)c2scc3c2CCCC3)cc1
    2, 2, 3, -2, 1, -1.4, 2, 2, -0.1, 2
- Cc1nc(C(=O)NCCC(C)C)sc1C1(C)CC(c2ccccc2)=NO1 (configuration not stated)
    -2, 1, -1, -4, 12, -0.4, 6, -8, 0.3, 5
- CC(C)NC(=S)N1CCn2c(nc3ccccc32)C1
    2, 1, 4, -3, -7, 1.2, 8, 6, -0.2, -6
- N/C(=N\OC(=O)c1ccc(Cl)cc1)c1ccc(Cl)cc1
    1, 1, 2, -1, -16, 0.3, -8, 11, 0.0, -3
- O=C(COC(=O)c1cccs1)Nc1ccc(F)c(F)c1
    -1, 1, 4, 3, -10, 1.9, -9, -5, 0.7, -5
- COC(=O)c1ccccc1NC(=O)CCCCCn1nnc2ccccc2c1=O
    -3, -5, -5, -5, -2, 1.1, 4, 8, 0.0, 1
- COCCN(C(=O)COC(=O)C1(C)CC1(Cl)Cl)c1c(N)n(Cc2ccccc2)c(=O)[nH]c1=O (configuration not stated)
    -1, 3, 5, -4, 0, -1.1, 2, 3, 0.8, 2
- CC(=O)Nc1ccc(-c2csc(NC(=O)C3CSC4(C)CCC(=O)N34)n2)cc1 (configuration not stated)
    -4, -1, -1, 13, -2, 1.0, -12, 7, -0.1, -25
- NNC(=O)CNS(=O)(=O)c1ccc([N+](=O)[O-])cc1
    1, 0, -12, 3, 9, 1.6, -2, -4, -1.1, 0
- O=c1[nH]c(CN2CCN(S(=O)(=O)/C=C/c3ccccc3)CC2)nc2ccccc12
    -2, -7, -8, 7, 5, -1.4, 5, -5, 0.3, 2
- CC1CCc2[nH]c3ccc(C(=O)NCCCOC(C)C)cc3c2C1 (configuration not stated)
    8, 5, -28, -6, 1, 0.7, 7, 0, 14*, -33
- O=C(COC(=O)c1cc(Cl)ccc1O)NNC(=O)c1ccccc1F
    5, 1, 0, 2, 17, 1.4, 5, -1, 86*, -28
- Cc1cc(C)cc(NC(=O)N2CCC(c3nc4ccccc4o3)CC2)c1
    -2, 0, -20, -5, 1, -1.1, 0, 5, -0.3, -3
- O=C(CN(C(=O)c1csnn1)c1ccc(Cl)cc1)NC1CCCC1
    -2, -2, 4, -2, 2, -0.1, 9, 1, -0.4, 4
- Cc1ccc(C(C)C)c(OCCN)c1
    -4, -5, -3, 5, 14, 0.6, 10, -1, -0.1, 2
- COc1ccc(CCCN2CCC(CN3CCNC(=O)C3=O)CC2)cc1OC
    6, 4, 4, 1, -4, -0.2, -7, -1, 0.6, -13
- CCOC(=O)Nc1ccc(C(=O)Oc2ccccc2)c(O)c1
    -3, -4, 1, -2, 8, 2.6, 8, -3, 3.3, -1
- O=C(O)c1ccc(O)cc1O
    -12, 1, 10, 1, 9, 1.0, 5, -4, 0.4, -15
- COc1cc(Cl)c(C)cc1NC(=O)CNC(=O)Cn1cnc2ccccc2c1=O
    0, -1, 1, 0, 10, -0.8, 8, -5, 0.2, 2
- O=C(N/N=C/c1ccc(O)c([N+](=O)[O-])c1)c1ccncc1
    -3, 1, 4, 3, -5, 3.2, 2, 5, 0.2, -6
- CCOc1ccc(C(=O)CCC(=O)NNC(=O)CCN2CCN(c3ccccc3)CC2)cc1
    1, -1, 0, 2, 8, -0.2, 0, 4, -0.3, -10
- Cc1cccc(NC(=O)c2cccc(OC(=S)N3CCOCC3)c2)c1C
    1, -3, -5, -1, 11, 2.4, 9, 0, 0.2, 1
- COc1cc(/C=C/c2nc3ccccc3c(=O)[nH]2)ccc1OC(F)F
    -3, 1, -2, 1, 0, 3.4, 17, 9, -36, -35

Of the compounds above, these contain a halogen:
Each structure is followed by: GC-B act, GC-A act, HGIII-sPLA2 inh, rCAG binder, ASAP1 inh, GAA850 FXN act, ARFGAP1 inhibitor, Tn6 DDE FP, proKLK7 act, ADAM10 inh
- N/C(=N\OC(=O)c1ccc(Cl)cc1)c1ccc(Cl)cc1
    1, 1, 2, -1, -16, 0.3, -8, 11, 0.0, -3
- O=C(COC(=O)c1cccs1)Nc1ccc(F)c(F)c1
    -1, 1, 4, 3, -10, 1.9, -9, -5, 0.7, -5
- COCCN(C(=O)COC(=O)C1(C)CC1(Cl)Cl)c1c(N)n(Cc2ccccc2)c(=O)[nH]c1=O (configuration not stated)
    -1, 3, 5, -4, 0, -1.1, 2, 3, 0.8, 2
- O=C(COC(=O)c1cc(Cl)ccc1O)NNC(=O)c1ccccc1F
    5, 1, 0, 2, 17, 1.4, 5, -1, 86*, -28
- O=C(CN(C(=O)c1csnn1)c1ccc(Cl)cc1)NC1CCCC1
    -2, -2, 4, -2, 2, -0.1, 9, 1, -0.4, 4
- COc1cc(Cl)c(C)cc1NC(=O)CNC(=O)Cn1cnc2ccccc2c1=O
    0, -1, 1, 0, 10, -0.8, 8, -5, 0.2, 2
- COc1cc(/C=C/c2nc3ccccc3c(=O)[nH]2)ccc1OC(F)F
    -3, 1, -2, 1, 0, 3.4, 17, 9, -36, -35

Screening data as filed in PubChem.
